# Screens (PubChem)
# HCV NS3 hel inh: HCV NS3 helicase inhibition | NS3 helicase DNA unwinding, Cy5 molecular beacon fluorescence | inhibition, % at 10.9 µM | 290,000 tested, 0.56% active;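 active = inhibition above the mean of all tested compounds plus 3 SD, set per campaign, cut at about 35% in these data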;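 note: 0% = DMSO wells and 100% = thioflavine S control wells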
#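 test system = hepatitis C virus NS3 helicase domain fragment enzyme | reagent = annealed dual-labelled DNA beacon duplex, ATP-started | times = 1 h at 25 °C | detection = Cy5 fluorescence, 0 and 60 min reads | read-out basis = percent inhibition from t60/t0 fluorescence ratio | control set = DMSO and thioflavine S | replication = one well per compound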
# GalR3 antagonist: antagonists of human GalR3; AID 651719; HEK293 GalR3-CNG cAMP membrane potential fluorescence; galR3 body fused to GalR1 C-terminus; O60755; inhibition, % at 3 µM; 360,000 tested, 0.44% active;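 active = inhibition above the screen-wide average plus 3 SD, cut at about 13% in these data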;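 note: forskolin and galanin both at EC90 stimulate the cells; cAMP rise reported by CNG channel membrane potential dye signal; 0% = forskolin plus galanin with DMSO and 100% = forskolin alone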
# pCIP destab: lowers stability of the mouse p/CIP coactivator protein; F442A p/CIP-EGFP cells, EGFP fluorescence, 16 h; decrease of EGFP signal, % at 10 µM; Q05BA5; 290,000 tested, 0.01% active;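 active = EGFP signal decrease of at least 30% at 10 µM or well 3 SD below plate mean, unless failing retest; inactive = the rest, including hits failing retest or dose response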; note: some compounds called inactive have numbers as strong as hits; many of its hits are not listed in these tables
# SUMO HTRF inh: SUMOylation inhibition | HTRF SUMOylation assay, SAE1/SAE2 + UBC9, in vitro | inhibition, % at 35 µM | 290,000 tested, 0.36% active; in the data active = inhibition above about 50%, passing the limit was not always enough; note: strong numbers were not always called active
# IDE inh: cellular human IDE inhibition; P14735; HEK cells, FAbetaB cleavage, fluorescence polarization; inhibition, % at 5.59 µM; 320,000 tested, 0.41% active;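 active = percent inhibition above the average of all tested compounds plus 3 SD, set per screening campaign, cut at about 16% in these data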;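 note: IDE supplied by intact live HEK cells; FP after avidin binding of uncleaved biotin substrate so inhibition keeps polarization high; 0% = DMSO wells and 100% = 60 µM reference IDE inhibitor Ii1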
# Target sequence (P14735 whole entry, looked up): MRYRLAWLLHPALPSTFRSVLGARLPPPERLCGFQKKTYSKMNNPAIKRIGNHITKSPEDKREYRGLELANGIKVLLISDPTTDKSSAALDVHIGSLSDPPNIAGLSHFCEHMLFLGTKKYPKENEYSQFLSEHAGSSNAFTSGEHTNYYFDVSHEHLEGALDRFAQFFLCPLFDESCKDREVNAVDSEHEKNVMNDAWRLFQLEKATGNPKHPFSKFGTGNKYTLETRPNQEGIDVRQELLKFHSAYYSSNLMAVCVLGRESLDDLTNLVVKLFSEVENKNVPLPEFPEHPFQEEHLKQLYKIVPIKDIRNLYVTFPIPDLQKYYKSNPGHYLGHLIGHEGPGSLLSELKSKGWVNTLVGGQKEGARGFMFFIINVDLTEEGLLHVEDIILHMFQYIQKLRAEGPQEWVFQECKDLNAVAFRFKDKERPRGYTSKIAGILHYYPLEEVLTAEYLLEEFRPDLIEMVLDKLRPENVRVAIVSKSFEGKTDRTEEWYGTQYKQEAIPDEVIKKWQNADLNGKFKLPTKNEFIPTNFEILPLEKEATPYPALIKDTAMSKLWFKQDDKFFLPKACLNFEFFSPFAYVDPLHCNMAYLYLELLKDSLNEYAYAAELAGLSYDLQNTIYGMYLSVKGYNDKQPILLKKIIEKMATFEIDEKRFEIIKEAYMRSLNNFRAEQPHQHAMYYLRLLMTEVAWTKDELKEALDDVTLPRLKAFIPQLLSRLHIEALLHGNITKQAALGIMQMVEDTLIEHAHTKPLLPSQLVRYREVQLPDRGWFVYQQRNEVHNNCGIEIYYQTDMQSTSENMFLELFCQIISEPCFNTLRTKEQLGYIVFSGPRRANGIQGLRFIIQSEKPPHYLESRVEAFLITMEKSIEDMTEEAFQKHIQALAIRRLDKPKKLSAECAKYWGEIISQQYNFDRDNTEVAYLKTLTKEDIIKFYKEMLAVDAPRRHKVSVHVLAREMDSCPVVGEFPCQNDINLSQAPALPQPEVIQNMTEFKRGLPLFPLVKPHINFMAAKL
# VIM-2 inh: inhibitors of Pseudomonas aeruginosa VIM-2 metallo-beta-lactamase. purified VIM-2, nitrocefin hydrolysis, epi-absorbance fluorescence. inhibition, % at 5.6 µM. 290,000 tested, 0.89% active;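 active = inhibition above the mean of all tested compounds plus 3 SD, cutoff set per screening run, cut at about 7.5% in these data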;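 note: red hydrolysis product quenches plate fluorescence so inhibitors raise well fluorescence; 0% = enzyme with DMSO and 100% = DMSO without enzyme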
# CRFBP-R2 block: CRF-BP/CRF-R2 complex antagonism; HEK293 CRF-R2/CRF-BP, CRF-induced calcium fluorescence; inhibition, % at 11.8 µM; 350,000 tested, 0.59% active; AID 588475;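 active = inhibition of the ligand-induced calcium signal above about 50% at the single tested concentration, limit read from the data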
# IMP-1 inh: inhibitors of Pseudomonas aeruginosa IMP-1 metallo-beta-lactamase. purified IMP-1, nitrocefin hydrolysis, epi-absorbance fluorescence. inhibition, % at 5.6 µM. 290,000 tested, 0.45% active. AID 1556;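 active = inhibition above the mean plus 3 SD of all compounds in the same screening run, cut at about 4.5% in these data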;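 note: 0% = IMP-1 with DMSO and 100% = DMSO wells lacking enzyme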
#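 System – purified recombinant IMP-1 beta-lactamase · Input – IMP-1 dispensed at 0.2 nM · Timing – 15 min preincubation plus 25 min reaction at 25 °C · Signal – Epi-absorbance fluorescence, 480 nm excitation, 530 nm emission · Measure – percent IMP-1 inhibition derived from blank-referenced optical density · Controls – Enzyme-plus-DMSO low control, enzyme-free DMSO high control · Replication – singlicate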
# IDE act: activators of human insulin-degrading enzyme in cells | AID 493087 | 340,000 tested, 0.073% active | HEK cells, FAbeta-B cleavage, fluorescence polarization; 0% vehicle, 100% cell-free pure enzyme wells | activation, % at 5.96 µM;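 active = activation above the mean of all tested compounds plus 3 SD, set per screening campaign, cut at about 17% in these data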
# An asterisk follows results filed as active; nt = no result given; & = joins results of further samples.
SMILES,HCV NS3 hel inh,GalR3 antagonist,pCIP destab,SUMO HTRF inh,IDE inh,VIM-2 inh,CRFBP-R2 block,IMP-1 inh,IDE act
c1csc(Cn2nnnc2CN2CCN(c3nc4ccccc4s3)CC2)c1,1,-8,-20,32,8,-2.7,-8,0.0,-12
Cc1onc(-c2ccccc2)c1C(=O)N1CCCSC1=Nc1ccccc1,-4,-7&-6,-6,-12,4,-4.0,11&-24,-7.8,8&-1
CN1CCN(S(=O)(=O)c2cccc(C(=O)N3CCN(c4ccccc4F)CC3)c2)CC1,nt,-6,nt,nt,4,nt,2,nt,3
CC(=O)c1cccc(NC(=O)CNC(=O)Cc2cccc3ccccc23)c1,nt,-6,nt,nt,6,nt,5,nt,7
Cc1cc(NC(=O)CSc2[nH]c(=O)cc(C(F)(F)F)c2C#N)no1,nt,-2,nt,nt,-3,nt,-2,nt,2
COCCNC(=O)C(c1ccc(C)o1)N(C(=O)c1snc(C(N)=O)c1N)c1cccc(C)c1 (stereo not given),3,-6,-12,3,3,-4.4,-8,-1.6,3
O=C(COc1ccc(Br)cc1)OCC(=O)N1CCOCC1,nt,-4,nt,nt,3,nt,-3,nt,1
O=C(NCc1ccc2c(c1)OCO2)c1cc(-c2ccccc2Cl)on1,-2,-4,4,10,8,-1.8,8,-1.3,-2
O=C(Nc1nc(-c2ccccn2)cs1)c1cc(S(=O)(=O)N2CCOCC2)ccc1F,nt,0,nt,nt,-7,nt,7,nt,1
COc1ccc(C(NCC(=O)Nc2c(C)cccc2C)c2ccccc2)cc1 (stereo not given),-20,-8,-7,11,1,0.0,-10,2.6,0
CCOC(=O)C(C(C)=O)C(c1ccc(OCCC(C)C)cc1)C(C(C)=O)C(=O)OCC (stereo not given),7,-6,-21,10,-3,-3.0,-6,-4.6,0
NC(=O)CSc1nc2scc(-c3ccco3)c2c(=O)n1-c1ccccc1,23,-4,-2,26,11,-3.4,8,-2.8,-4
COc1ccc(S(=O)(=O)N2CCOCC2)cc1NC(=O)CN1C(=O)NC(C)(C2CC2)C1=O (stereo not given),nt,-6,nt,nt,-3,nt,-3,nt,3
O=S1(=O)[C@H]2C[C@@H]3C=C[C@@]2(CN1Cc1cccc(Cl)c1)O3,11,11,-1,-10,2,-3.9,7,-2.6,2
CC(=O)Nc1ccc(Nc2nc(C)cc(C)n2)cc1,0,-8,-10,14,-1,-1.3,-2,-0.3,4
Cn1nnnc1SCC(=O)NCCCc1ccccc1,-2,-3,0,0,2,-0.9,-4,-0.9,2
COc1ccc(NC(=O)CN2C(=O)NC(C)(c3ccccc3)C2=O)cc1Cl (stereo not given),6,-4,-8,6,-7,-2.9,-9,-1.1,-4
O=C(NC1CCN(C(=S)NCc2ccco2)CC1)c1cccc(F)c1,1,-2,-35,-10,7,-2.5,2,-2.9,4
C=CCn1c(SC)nnc1C1COc2ccccc2O1 (stereo not given),6,-3,0,-8,-4,-1.8,1,-2.0,-2
O=C(c1cc2cc(Br)ccc2o1)N1CCN(c2ccccc2)CC1,-7,-4,4,-7,0,-1.4,-1,-2.1,2
COc1ccccc1P(=O)(c1ccccc1)c1ccccc1NC(C)=O (stereo not given),5,-6,8,6,-1,-0.2,12,-1.8,1
O=C(Oc1cccc([N+](=O)[O-])c1)C1CCN(C(=O)c2ccc(F)cc2)CC1,0,-2,-23,8,-2,-2.3,16,-1.7,-1
CCC(C)c1ccc(NC(=O)c2cccs2)cc1 (stereo not given),-12,-6,-3,-20,-3,-2.5,-20,-5.4,7
O=C(Nc1nccs1)C(NS(=O)(=O)c1ccc(Br)s1)c1ccccc1 (stereo not given),-5,-2,4,-5,-1,-3.4,6,-0.6,4
O=C(Cc1ccc(-n2c(=O)[nH]c3ccsc3c2=O)cc1)N1CCN(c2ccc(Cl)cc2)CC1,4,4,7,-7,21*,-1.5,8,-1.9,-15
COc1ccc(Cl)cc1C(=O)N/N=C/c1ccc(N2CCOCC2)cc1,4,-2,-5,18,-3,-2.2,-15,-3.2,-2
O=C(Cc1cccs1)Nc1ccc(S(=O)(=O)Nc2ncccn2)cc1,20,-2,5,17,-11,-0.6,-2,-3.3,-3
CC(NC(=O)CSc1nc2c(c(C(F)(F)F)n1)CCc1ccccc1-2)c1ccccc1 (stereo not given),8,-2,0,-17,0,1.1,-14,1.1,-1
COC(=O)c1ccc2nc(C3CCCCC3)c3c(c2c1)CCC3,nt,-5,nt,nt,-2,nt,-7,nt,4
COc1ccc(/C=C/C(=O)N2c3ccccc3Sc3ccc(C(F)(F)F)cc32)cc1,13,-3,-8,-11,7,-3.8,-1,-0.4,-5
CC(C)(C)C(=O)/C(=C/c1ccncc1)n1cncn1,-1,6,-9,2,5,-3.2,15,-4.1,0
O=C(Oc1coc(CSc2nnc(NC(=O)C3CC3)s2)cc1=O)c1c(F)cccc1F,2,-4,8,5,-5,1.9,-4,-1.7,8
Nc1cccn2c(-c3ccc(Cl)c(Cl)c3)cnc12,16,-8,-5,10,6,-3.6,7,-2.5,-2
CCN(CC)c1ncnc2sc3c(c12)CCC3,6,0,-9,10,-1,0.0,-20,-2.0,4
COc1ccccc1NC(=O)CSC1=NCCN1,2,1,-3,-5,0,-2.9,-2,-1.0,-3
COc1ccc(S(=O)(=O)Nc2ccc(S(=O)(=O)Nc3ccc(F)cc3)cc2)cc1C,-11,-5,-1,-25,-6,-0.5,-23,-2.3,1
CCn1c(SCC(=O)NC2CC2)nnc1-c1ccccn1,3,1,0,23,-6,-1.9,2,0.6,6
CC(C(=O)NCCc1ccc(S(N)(=O)=O)cc1)N1C(=O)CC(C)(C)Sc2ccccc21 (stereo not given),4,-11,-1,6,-4,-0.6,43,0.1,4
Cc1ccc(N2CC(C(=O)NCCCn3ccnc3)CC2=O)cc1 (stereo not given),-1,2,10,2,0,-0.3,9,0.1,3
CCCn1c(SCC(=O)NC2CCCC2)nnc1-c1cccnc1,2,-8,5,-22,5,-1.8,-2,-2.8,-4
Cc1ccc(-c2csc(/C(C#N)=C/Nc3ccccc3SC(F)(F)F)n2)cc1,1,-1,-3,1,0,3.6,-18,1.7,-1
CCOc1ccc(S(=O)(=O)N(C)c2ccc(OCC(=O)NCCc3ccc(OC)cc3)cc2)cc1,-5,-3,3,-22,-1,-2.0,-1,-2.5,-3
COc1ccc(S(=O)(=O)N2CCC(CN3C(=O)c4cccc5cccc(c45)C3=O)CC2)cc1,-3,11,5,15,2,-2.9,-20,-3.0,2
CC(C)OC(=O)CNc1n[nH]c(=S)[nH]c1=O,7,-2,4,4,nt,-3.5,-6,-3.6,-2
CCOCC(=O)Nc1ccc(OCc2ccccc2)cc1,-2,1,8,-4,-5,-0.8,7,-1.8,3
C=CCn1c(Cc2cccs2)nnc1SCC(=O)Nc1ccc(OC)cc1,3,-2,-8,-22,-1,-1.9,14,-1.0,6
CCOC(=O)c1cnc2ccc(Br)cc2c1NCCCN1CCOCC1,12,-10,-1,2,10,3.5,-5,-4.4,-4
Cc1cc(NC(=O)CSc2n[nH]c(-c3ccc(Cl)cc3Cl)n2)no1,nt,-6,nt,nt,9,nt,6,nt,1
Cc1cc(NS(=O)(=O)c2ccc(NC(=S)NC(=O)c3ccc(C(C)(C)C)cc3)cc2)no1,23,-3,1,11,2,0.6,41,2.2,2
COc1ccc(C(CC(=O)O)NC(=O)C(c2ccccc2)c2ccccc2)cc1 (stereo not given),11,-10,7,4,-3,-0.8,5,-1.3,3

# The listing continues.
SMILES,HCV NS3 hel inh,GalR3 antagonist,pCIP destab,SUMO HTRF inh,IDE inh,VIM-2 inh,CRFBP-R2 block,IMP-1 inh,IDE act
COc1cc2cc(CN(Cc3cccnc3)C(=O)Nc3ccccc3F)c(=O)[nH]c2cc1OC,-1,4,-12,28,4,0.7,11,-1.6,3
CC1=C(C(=O)OC2CCCCC2)C(c2ccccc2F)NC(=O)N1 (stereo not given),-4,-10,-7,3,-4,-1.4,2,-2.3,-17
CC(C)c1nnc(NC(=O)CCC(=O)N2CCN(Cc3ccc(F)cc3)CC2)s1,-4,-6,5,7,5,0.6,4,-0.9,7
CCc1cc(=O)oc2cc(C)cc(OC(C)C(=O)NCc3cccnc3)c12 (stereo not given),-7,-6,11,25,3,0.5,-4,-0.3,6
CC(=O)NCCNc1nc2c(-c3cccc(C(F)(F)F)c3)nnn2c2ccccc12,-11,-8,-12,13,0,-5.0,-2,-2.2,1
CCCn1cc(S(=O)(=O)c2ccc(C)cc2)c(=O)c2cc(OCC)ccc21,-5,-6,-1,14,-3,1.4,23,-1.9,4
O=S1(=O)c2ccccc2N=NN1Cc1ccc(Cl)cc1,11,-3,-19,21,5,-3.8,14,-3.8,1
CN1CCN(C(=O)Nc2ccccc2)CC1,-3,5,-9,-4,1,-0.2,-1,-5.4,8
COc1ccccc1CNC(=O)Cn1nnc(-c2ccncc2)n1,4,-5,-8,-1,3,-1.9,-1,-3.9,4
CCc1cccc(CC)c1NC(=S)N1CCn2cccc2C1c1ccncc1 (stereo not given),6,-3,-1,1,-2,2.5,8,0.0,1
C=CCn1c(=N)n(CC(=O)OC)c2ccccc21,-4,5,1,8,-3,-4.4,1,-1.2,2
CCOc1ccccc1N1CCN(CC(=O)Nc2cc(C)on2)CC1,-10,-4,0,-10,4,-1.3,-12,-0.2,4
COc1ccc(N2C(=O)CCC(C(=O)N3CCCCC3)C2c2ccc(F)cc2)cc1 (stereo not given),0,nt,-2,-21,-1,1.0,-19,-1.0,1
O=C(Nc1cccc(-n2cnnn2)c1)c1ccc(OC(F)(F)F)cc1,7,0,0,2,0,-2.0,5,-2.7,5
O=C(NNC(=S)Nc1ccc(Cl)cc1)c1ccccc1OC(F)F,2,-3,2,-28,9,-3.4,-52,-3.2,-5
Cc1ccccc1OCCC(=O)NCCc1ccc(S(N)(=O)=O)cc1,1,-1,0,7,3,-4.9,2,-2.8,6
CO/N=C/c1c(-c2ccccc2)nn(C)c1Cl,-5,-2,-3,3,-1,-0.8,-4,-0.4,7
O=C(CN(C(=O)CNC(=O)c1ccco1)c1ccc2c(c1)OCO2)NC1CCCCC1,-1,-3,-4,-6,6,-3.0,-20,-3.9,-1
